Assay outcomes (PubChem BioAssay)
TNAP inh hi DEA: blocks human TNAP under high phosphate acceptor concentration | P05186 | purified TNAP, CDP-star luminescence, 1 M DEA | inhibition, % at 20 µM | 200,000 compounds, 0.03% hits | AID 1135;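 active = over 50% inhibition of tissue-nonspecific alkaline phosphatase at 20 µM in the single-dose screen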;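 also: plate controls were DMSO wells for no effect and EDTA-quenched wells as full inhibition for full effect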
Target sequence (P05186 whole entry, looked up): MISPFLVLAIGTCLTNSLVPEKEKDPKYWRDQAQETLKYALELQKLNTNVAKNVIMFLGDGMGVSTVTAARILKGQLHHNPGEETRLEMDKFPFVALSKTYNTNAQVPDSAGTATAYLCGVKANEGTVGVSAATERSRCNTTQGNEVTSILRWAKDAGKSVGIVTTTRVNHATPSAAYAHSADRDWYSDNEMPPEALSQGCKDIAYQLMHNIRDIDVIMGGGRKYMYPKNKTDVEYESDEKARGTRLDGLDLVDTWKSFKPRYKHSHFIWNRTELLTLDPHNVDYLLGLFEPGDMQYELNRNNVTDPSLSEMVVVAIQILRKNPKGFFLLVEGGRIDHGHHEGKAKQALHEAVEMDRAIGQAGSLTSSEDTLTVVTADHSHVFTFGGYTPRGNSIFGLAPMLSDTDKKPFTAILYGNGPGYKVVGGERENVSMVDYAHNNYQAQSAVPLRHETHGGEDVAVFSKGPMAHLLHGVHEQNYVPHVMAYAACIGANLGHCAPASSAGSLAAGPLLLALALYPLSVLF
bIAP inh: blocks bovine intestinal alkaline phosphatase activity. purified bovine IAP, CDP-star luminescence, 30 min. 190,000 tested, under 10 active. inhibition, % at 20 µM;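 active = over 50% inhibition of intestinal alkaline phosphatase at 20 µM in the single-dose screen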
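Incubation: 30 min reaction at room temperature / Material: purified bovine intestinal alkaline phosphatase (IAP) enzyme / Input: enzyme at 1/65,000,000 dilution / Dosing: 20 µM single dose / Signal: CDP-star luminescence signal / Reagent: CDP-star chemiluminescent phosphatase substrate, 30 µM final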
TNAP act hi DEA: activators of human TNAP at high phosphate acceptor concentration; P05186; purified TNAP, CDP-star luminescence, 1 M DEA, 30 min; active compounds read high; 0 = EDTA background, 1 = DMSO-only activity; activation factor at 20 µM; 200,000 tested, under 10 active; AID 1136;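 active = activation factor at least 2 at 20 µM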
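Test system – human TNAP · Doses – 20 µM single point · Incubation – 30 min, room temperature · Signal – luminescent substrate turnover signal · Read-out basis – activation factor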
TNAP inh noacc: TNAP (human) inhibition, acceptor-free conditions; P05186; purified TNAP, CDP-star luminescence, 30 min; inhibition, % at 20 µM; 200,000 compounds, 0.26% hits; AID 1012;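 active = tissue-nonspecific alkaline phosphatase inhibition above about 50% at 20 µM in the single-dose screen, limit read from the data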;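 also: 0% = DMSO negative control and 100% = EDTA positive control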
bIAP activator: increases bovine intestinal alkaline phosphatase activity; purified bovine IAP, CDP-star luminescence, 30 min; active compounds read high; fold of DMSO-control signal, blank-subtracted; AID 1016; activation factor at 20 µM; 200,000 compounds, 0.17% hits;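 active = activation factor of 2 or more at 20 µM, a signal rise over negative controls twice the positive control's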
FLuc inh counter: Photinus pyralis luciferase inhibition counter-screen | P08659 | ATPLite firefly luciferase biochemical luminescence, 10 min | inhibition, % at 10 µM | 200,000 compounds, 1.5% hits | AID 1006;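 active = inhibition above about 50% when tested at 10 µM, limit read from the data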
Target sequence (P08659 whole entry, looked up): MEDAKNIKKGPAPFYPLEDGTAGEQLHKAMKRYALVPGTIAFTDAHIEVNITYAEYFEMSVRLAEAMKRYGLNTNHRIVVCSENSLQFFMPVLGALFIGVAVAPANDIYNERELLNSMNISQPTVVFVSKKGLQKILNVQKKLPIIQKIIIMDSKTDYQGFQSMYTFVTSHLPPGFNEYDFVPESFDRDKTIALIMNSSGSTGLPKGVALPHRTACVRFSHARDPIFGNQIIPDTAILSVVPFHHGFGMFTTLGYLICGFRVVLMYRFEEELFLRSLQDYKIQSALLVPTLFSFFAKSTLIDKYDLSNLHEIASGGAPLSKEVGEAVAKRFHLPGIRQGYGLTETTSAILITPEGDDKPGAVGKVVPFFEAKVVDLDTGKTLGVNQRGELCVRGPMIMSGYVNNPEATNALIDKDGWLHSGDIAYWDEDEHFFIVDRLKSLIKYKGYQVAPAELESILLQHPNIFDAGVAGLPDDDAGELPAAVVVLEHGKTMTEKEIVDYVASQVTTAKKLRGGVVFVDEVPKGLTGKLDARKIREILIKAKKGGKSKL
RAM network inh: blocks the yeast RAM network | S. cerevisiae dse1pr::URA3 reporter, 5-FOA growth OD615, 2 d; analog-sensitive cbk1-as2 kinase mutant strain | inhibition, % at 50 µM | 190,000 compounds, 1.8% hits | AID 868;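 active = inhibition above a set limit, 3 SD over mean compound inhibition, cut at about 8.4% in these data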;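 also: 0% = DMSO-only wells with no growth and 100% = 10 µM 1-NA-PP1 full growth; inhibition rescues growth on 5-FOA so higher OD means more RAM inhibition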
APP transl inh: APP translation inhibition | inhibition, % at 2 µM | AID 1285 | SH-SY5Y APP 5'UTR-luciferase reporter, luminescence | 190,000 compounds, 0.82% hits;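 active = inhibition above a set limit, derived from the sample mean plus 3 SD, cut at about 45% in these data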; also: values of inactives mirror those of a sister screen read the other way
FLuc stim CS: firefly luciferase counter-screen for stimulation assays; P08659; ATPlite luciferase biochemical, luminescence, 10 min; 0 = ATP-free wells, 1 = DMSO control; 200,000 tested, under 10 active; activation factor at 10 µM;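 active = luciferase activation factor, scaled between plate controls, of at least 2 with compound at 10 µM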
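System: cell-free luciferase reagent; medium: PBS as buffer for the ATP substrate; doses: test compounds dosed from 2 mM stocks in 100% DMSO; incubation: 10 min, room temperature; measured by: luminescence from luciferase reaction; read-out: luciferase activation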
Lmaj promast: inhibitors of Leishmania major promastigote growth; inhibition, % at 10 µM; Leishmania major promastigotes, resazurin fluorescence viability; 200,000 compounds, 9% hits; in the data active = inhibition above about 50%;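 also: promastigotes grown with compound for 44 hours at 28 °C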
The depositor's hits bear a star; x = no result given. No enrichment for hits (roughly 13% active in at least one column).

SMILES | TNAP inh hi DEA | bIAP inh | TNAP act hi DEA | TNAP inh noacc | bIAP activator | FLuc inh counter | RAM network inh | APP transl inh | FLuc stim CS | Lmaj promast
Cc1ccccc1-n1nc2c(c1NC(=O)c1cc3ccccc3oc1=O)CS(=O)C2 (stereo not given) | 0 | 11 | 1 | -4 | 0.9 | -6 | 7.2 | -7 | 1.1 | 3
CC1(C)Cc2c(C#N)c(SCC(=O)c3ccccc3)nc(N3CCOCC3)c2CO1 | -2 | 3 | 1 | -7 | 1 | 6 | 2.0 | -10 | 0.9 | -4
CC(=O)NC1(C(F)(F)F)N=C2SCCN2C1=O (stereo not given) | -3 | 18 | 1 | -7 | 0.8 | -10 | 0.8 | -7 | 1.1 | -3
CCN(C(=O)c1ccc(NC(C)=O)cc1)c1ccccc1C | -7 | -1 | 1.1 | -14 | 1 | 0 | 0.0 | -2 | 1 | -1
COCC(=O)N(C)C1(c2nnnn2CCOC(=O)Nc2ccc(Cl)cc2)CCCCC1 | -6 | 2 | 1.1 | -7 | 1 | -7 | 2.3 | 7 | 1.1 | -5
COC(=O)c1nc2nc(C)cc(C(F)(F)F)n2n1 | -2 | 8 | 1 | -8 | 0.9 | -6 | 1.0 | 1 | 1.1 | -6
O=C(CCCNC(=O)/C(=C/c1ccc(Br)cc1)NC(=O)c1ccccc1)OCc1ccccc1 | -1 | -4 | 1 | 8 | 1 | -6 | 3.8 | -8 | 1.1 | 9
CN(CCNC(=O)Cn1c(=O)sc2ccccc21)Cc1ccccc1 | -8 | -10 | 1.1 | 16 | 1.1 | -9 | 2.0 | 1 | 1.1 | -4
C#CCN1C(=O)S/C(=C/c2cc(C)n(CC)c2C)C1=O | 2 | 10 | 1 | -6 | 0.9 | 26 | 2.6 | -118 | 0.7 | -4
Cc1ccc(S(=O)(=O)/N=C(/Nc2c(C)n(C)n(-c3ccccc3)c2=O)c2ccc(Cl)cc2)cc1 | 1 | -1 | 1 | -6 | 1 | -1 | 1.2 | -10 | 1 | 4
COc1ccc(OC)c(NC(=O)c2ccc(-n3cccn3)nc2)c1 | -2 | 0 | 1 | -9 | 1 | -5 | -0.4 | -10 | 1 | -1
Cc1ccc(C(C)C)c(OCC(=O)N/N=C/C2CCCCC2)c1 | -1 | 4 | 1 | 7 | 1 | -5 | 0.8 | 16 | 1 | -3
Cc1ccc(N2C(=O)C3CC(c4ccccc4)=C4C5C=CC(C6C(=O)N(c7ccc(C)cc7C)C(=O)C56)C4C3C2=O)c(C)c1 (stereo not given) | -6 | 0 | 1.1 | -9 | 1 | -7 | x | 6 | 1.1 | 78*
COc1ccccc1-n1c(-c2cc(-c3ccc(F)cc3)n[nH]2)n[nH]c1=S | -1 | -6 | 1 | -92 | 1.1 | 5 | 1.9 | 16 | 0.9 | 13
CN(C)/C=C/C(=O)c1cc(N2CCOCC2)ccc1[N+](=O)[O-] | 8 | 0 | 0.9 | 0 | 1 | -1 | -0.4 | -9 | 1 | -8
Cc1ccc(O)c(NC(=S)NC(=O)c2ccccc2Cl)c1 | 1 | -3 | 1 | 0 | 1 | 18 | 3.8 | -28 | 0.8 | -7
Cc1cc2c(C)nc3ccccc3c2o1 | -4 | 12 | 1 | -11 | 0.9 | -8 | 1.0 | 5 | 1.1 | -1
O=[N+]([O-])c1ccc(O)c(C=Nc2ccc3oc(Cc4ccc(Cl)cc4)nc3c2)c1 | 5 | -50 | 1 | 8 | 1.5 | 0 | 0.2 | 2 | 1 | 8
CCOC(=O)C1=C(N)OC2=C(C(=O)CCC2)C1c1ccco1 (stereo not given) | 5 | -10 | 1 | -5 | 1.1 | -3 | 2.2 | -4 | 1 | 6
CN1C(=O)N(c2ccccc2)C(Nc2nncs2)C1(C)C (stereo not given) | -9 | 0 | 1.1 | -12 | 1 | -9 | 0.8 | 5 | 1.1 | 2
CCOC(=O)c1[nH]c2ccc(OC)cc2c1NC(=O)C(C)N1CCSCC1 (stereo not given) | 2 | 6 | 1 | -7 | 0.9 | -2 | 0.9 | -5 | 1 | 35
CCn1cc(C2C(C(=O)Nc3cc(C)ccn3)=C(C)NC3=C2C(=O)CC(C)(C)C3)c(C)n1 (stereo not given) | -2 | -2 | 1 | -10 | 1 | -7 | 0.5 | -9 | 1.1 | -8
CC1CCN(C(=O)C2(NC(=O)Nc3cccc(F)c3)CCCCC2)CC1 | -11 | 4 | 1.1 | -41 | 1 | -10 | 0.6 | 2 | 1.1 | 42
COC(=O)C1CC(=O)c2ccsc2C1 (stereo not given) | -3 | 4 | 1 | -4 | 1 | -10 | 0.5 | -6 | 1.1 | -8
O=C1N(c2ccccc2)C2CS(=O)(=O)CC2N1c1ccc(Cl)c(Cl)c1 (stereo not given) | -1 | 5 | 1 | -5 | 1 | 0 | 6.5 | 0 | 1 | 7

Three compounds out of the list above, arranged by their value in TNAP act hi DEA, lowest first:
| canonical_smiles | TNAP inh hi DEA | bIAP inh | TNAP act hi DEA | TNAP inh noacc | bIAP activator | RAM network inh | APP transl inh |
| --- | --- | --- | --- | --- | --- | --- | --- |
| CN(C)/C=C/C(=O)c1cc(N2CCOCC2)ccc1[N+](=O)[O-] | 8 | 0 | 0.9 | 0 | 1 | -0.4 | -9 |
| O=C(CCCNC(=O)/C(=C/c1ccc(Br)cc1)NC(=O)c1ccccc1)OCc1ccccc1 | -1 | -4 | 1 | 8 | 1 | 3.8 | -8 |
| CN1C(=O)N(c2ccccc2)C(Nc2nncs2)C1(C)C (stereo not given) | -9 | 0 | 1.1 | -12 | 1 | 0.8 | 5 |

Returning to the listing; the 2 compounds before the break are reprinted first.
SMILES | TNAP inh hi DEA | bIAP inh | TNAP act hi DEA | TNAP inh noacc | bIAP activator | FLuc inh counter | RAM network inh | APP transl inh | FLuc stim CS | Lmaj promast
COC(=O)C1CC(=O)c2ccsc2C1 (stereo not given) | -3 | 4 | 1 | -4 | 1 | -10 | 0.5 | -6 | 1.1 | -8
O=C1N(c2ccccc2)C2CS(=O)(=O)CC2N1c1ccc(Cl)c(Cl)c1 (stereo not given) | -1 | 5 | 1 | -5 | 1 | 0 | 6.5 | 0 | 1 | 7
COc1ccc(OC)c(NC(=O)CSc2ccc3nnc(-c4cccnc4)n3n2)c1 | -6 | -18 | 1.1 | -11 | 1.2 | -4 | 3.5 | -36 | 1 | 2
CCOc1ccc(Cl)cc1CSc1n[nH]c(C)n1 | 0 | -16 | 1 | -30 | 1.2 | -5 | 0.1 | 3 | 1 | -1
OCCNc1nc(C2CC2)nc2c1nnn2Cc1ccccc1Cl | 3 | 2 | 1 | -1 | 1 | 0 | 6.0 | 0 | 1 | 1
CC(CCc1ccccc1)NC(=O)c1ccccc1 (stereo not given) | -2 | 9 | 1 | -8 | 0.9 | -5 | 1.2 | -2 | 1.1 | 8
CCCS(=O)(=O)NCCc1cc2ccc(OC)cc2[nH]c1=O | -3 | 13 | 1 | -12 | 0.9 | -8 | 0.0 | -6 | 1.1 | -6
COC(=O)c1cn(NC(=O)Cc2ccc(OC)c(OC)c2)c(=O)c2ccccc12 | -4 | 7 | 1 | -12 | 0.9 | -6 | 0.0 | 7 | 1.1 | -5
O=C(O)COc1ccccc1/C=C1\SC(=S)N(/N=C/c2ccccc2O)C1=O | -1 | 0 | 1 | -110 | 1 | -3 | -0.1 | -9 | 1 | 12
CCO[C@@H]1OC(C(N)=O)=C[C@H](c2ccccc2)[C@H]1CCCO | -5 | -14 | 1.1 | -7 | 1.1 | -2 | 1.0 | -17 | 1 | -4
C1CCCCCC2(CCCCC1)OCC(CN1CCOCC1)O2 (stereo not given) | -2 | 30 | 1 | -11 | 0.7 | -6 | 0.5 | -7 | 1.1 | 25
CCn1c2ccccc2c2cc(C3C(C#N)=C(N)Oc4n[nH]c(COC)c43)ccc21 (stereo not given) | 1 | -13 | 1 | -5 | 1.1 | -6 | 2.0 | 11 | 1.1 | 89*
CCOc1ccc(NC2=NC(C(=O)NCc3ccccc3)CC(=O)N2)cc1 (stereo not given) | -8 | 3 | 1.1 | -12 | 1 | -5 | 0.3 | 20 | 1.1 | -4
COc1cc(OC)cc(C(=O)N[C@H](C(=O)OCc2cc(=O)oc3cc(C)ccc23)C(C)C)c1 | -3 | -4 | 1 | -10 | 1 | 11 | 7.2 | -3 | 0.9 | 12
CC(NCC(O)COCCC12CC3CC(CC(C3)C1)C2)c1ccccc1 (stereo not given) | -3 | 7 | 1 | -7 | 0.9 | -6 | -0.5 | -1 | 1.1 | 100*
CCCCC(CC)COC1(c2ccccc2)OC(=O)c2ccccc21 (stereo not given) | -3 | 17 | 1 | -7 | 0.8 | -4 | 0.9 | 11 | 1 | 1
COCCn1c(N)c(N(Cc2ccccc2)C(=O)c2ccc3ccccc3c2)c(=O)[nH]c1=O | -4 | 0 | 1 | -18 | 1 | -1 | 6.4 | -42 | 1 | -4
N#Cc1ccc2ccn(CC(=O)NCc3ccco3)c2c1 | -6 | 14 | 1.1 | -23 | 0.9 | -6 | -0.3 | -7 | 1.1 | -2
CCOC(=O)c1ccc(NC(=O)CN(c2ccc(C)cc2)S(=O)(=O)c2c(C)n[nH]c2C)cc1 | -10 | -6 | 1.1 | -14 | 1.1 | -5 | 3.5 | -15 | 1.1 | 30
COCCCN=CC1=C(O)CC(C)(C)CC1=O | 2 | 0 | 1 | -7 | 1 | -7 | -0.7 | -6 | 1.1 | -2
Cc1cc(NC(=O)c2ccccc2Cl)c(C(C)C)cc1O | -4 | 6 | 1 | -2 | 0.9 | 18 | 0.3 | 3 | 0.8 | -2
Nc1nc(SCc2ccc3c(c2)OCO3)n[nH]1 | -4 | -11 | 1 | -7 | 1.1 | 3 | 2.0 | -15 | 1 | -2
CC1=CC(C)(C)N2C(=O)C3(C(C#N)=C(N)OC4=C3C(=O)CC(C)(C)C4)c3c(C)c(C)cc1c32 (stereo not given) | -8 | -13 | 1.1 | -4 | 1.1 | 0 | 5.8 | 6 | 1 | 25
COc1ccc(C(=O)Nc2ccccc2N2CCN(C(=O)C(C)C)CC2)cc1Cl | 1 | -37 | 1 | -5 | 1.4 | -2 | 0.6 | 3 | 1 | 9
C#CCOCCOCCOCCNc1nc(N2CCN(C(=O)[C@H](CCC(=O)O)n3cc(C(N)CC(C)C)nn3)CC2)nc(N2CCN(C(=O)[C@H](CCC(=O)O)n3cc(C(N)CC(C)C)nn3)CC2)n1 (stereo not given in full) | -5 | -16 | 1 | -7 | 1.2 | -9 | 1.6 | -9 | 1.1 | -8
COc1ccc(-n2c(Cc3cccn3C)nnc2SCC(=O)Nc2ccc(C)cc2C)cc1 | -1 | -6 | 1 | 7 | 1.1 | -4 | 2.6 | -34 | 1 | 3
O=C(COc1ncnc2ccccc12)Nc1cccc([N+](=O)[O-])c1 | 1 | -1 | 1 | -4 | 1 | -7 | 2.1 | 8 | 1.1 | 0
Cc1nnc(SCCn2c(N3CC(C)CC(C)C3)nc3c2c(=O)[nH]c(=O)n3C)s1 (stereo not given) | 1 | -1 | 1 | 0 | 1 | -2 | 3.4 | 11 | 1 | 5
COc1cc(C(=O)O)cc(OC)c1OCc1cc(C(=O)O)oc1C | -10 | 16 | 1.1 | -16 | 0.8 | -5 | -1.6 | 3 | 1.1 | 1
Cc1c(-c2ccccc2)nc2ccccc2c1C(=O)NCc1cccs1 | -2 | 14 | 1 | -9 | 0.9 | -4 | 1.9 | -4 | 1 | 2
